SR-BI DiI-HDL act: activators of SR-BI mediated HDL lipid uptake; CHO ldlA[mSR-BI] cells, DiI-HDL uptake fluorescence, 3 h; 100 = double the neutral-control signal; activation, % at 12.5 µM; actives 0.096% (n = 320,000); AID 504775;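 active means mean replicate activation of at least 60% and every replicate at or above 60%; inconclusive means mean or all-replicate condition met, but not both; inactive means mean below 60% and not all replicates reaching 60%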;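 further: 0% = median plate neutral-control signal and 100% = twice that signal; values of inactives mirror those of a sister screen read the other way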
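Material: SR-BI-overexpressing, LDLR-lacking CHO cells; schedule: compound exposure 3 h, 37 °C; reagent: DiI-labelled HDL at 10 µg/mL final; technique: bottom-read fluorescence, 550/595 nm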
Rtt109 HAT inh: inhibitors of Candida albicans Rtt109/Vps75 histone acetyltransferase. actives 0.16% (n = 330,000). purified Rtt109/Vps75, ThioGlo CoA-SH fluorescence, 4 h. inhibition, % at 34.9 µM. Q5AAJ8;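 active means inhibition of at least 50% in every replicate; inconclusive means best replicate reaches 50% inhibition but some replicates fall short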
CAL PDZ FP-1: CAL PDZ (human) peptide binding inhibition; Q9HD26; purified CAL PDZ, TMR-peptide fluorescence polarization, 1 h; inhibition, % at 24.9 µM; actives 0.92% (n = 300,000); AID 602252;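 active means mean inhibition of at least 30% with at least half of replicates also reaching 30%; inconclusive means no clear call, values can overlap the other calls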;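 further: 0% = DMSO neutral control and 100% = excess unlabeled competitor peptide PRC23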
CAL PDZ FP-2: inhibitors of human CAL PDZ peptide binding; Q9HD26; purified CAL PDZ, TMR-peptide fluorescence polarization, 1 h; actives 0.02% (n = 330,000); inhibition, % at 20 µM; AID 504414;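 active means highest replicate inhibition of at least 40%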;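 further: plate controls were DMSO neutral control wells for no effect and unlabeled competitor peptide control wells for full effect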
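material = purified tagged CAL PDZ domain construct (CerCALP) | buffer or medium = sodium phosphate/NaCl buffer pH 7.4 with TCEP, IgG, Thesit | reagent = TMR-labelled reporter peptide T*-PRC34 bound in PDZ groove | incubation = 1 h room-temperature incubation prior to read | measured by = fluorescence polarization (mP) | evaluation = percent inhibition from loss of millipolarization | control set = unlabelled peptide and DMSO controls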
PfHsp90 set2: reduces growth (ATP signal) of yeast expressing P. falciparum Hsp90; S. cerevisiae expressing PfHsp90, BacTiter-Glo ATP, 48 h; yeast lacking PDR1 and PDR3 efflux regulators; inhibition, % at 9.4 µM; actives 0.32% (n = 310,000); AID 504621;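 active means every replicate shows inhibition above about 80%, whatever the replicate mean, limit read from the data; inconclusive means mean inhibition reaches the set limit but some replicate falls short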;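 further: 0% = DMSO neutral controls and 100% = 20 µM radicicol positive controls; yeast relying on Plasmodium falciparum Hsp90 in place of its own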
PvdQ acylase: blocks Pseudomonas aeruginosa PvdQ acylase activity; purified PvdQ acylase, fluorescence plate reader; inhibition, % at 10 µM; actives 0.063% (n = 340,000); in the data active means inhibition above about 30%, passing the limit was not always enough; inconclusive means no clear call, values can overlap the other calls;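 further: 0% = vehicle neutral wells and 100% = reference inhibitor wells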
NSD2 inh: inhibitors of human histone methyltransferase NSD2. inhibition, % at 12.5 µM. actives 0.54% (n = 310,000). NSD2 peptide methylation, AlphaScreen, 120 min. O96028; in the data active means inhibition above about 50%
MITF act: increases MITF-driven TRPM1 promoter luciferase signal | SK-MEL-5 TRPM1-promoter luciferase, 24 h; % of positive control, neutral wells = 0 | activation, % at 12.5 µM | actives 0.75% (n = 300,000);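 active means mean activation of at least 80% with every replicate also reaching 80%; inconclusive means mean reaches 80% but some replicate falls short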;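 further: 0% = neutral control wells and 100% = parthenolide positive control wells; values of inactives mirror those of a sister screen read the other way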
dFosB activator: mouse delta FosB homodimer activation; P13346; purified delta FosB, TAMRA-CDK5 oligo fluorescence polarization; percent of positive-control signal above neutral wells; activation, % at 25 µM; actives 0.99% (n = 340,000); AID 493131;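 active means mean activation above about 17%, with every replicate also reaching it, limit read from the data, passing the limit was not always enough; inconclusive means only one of the two conditions met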;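 further: fluorescence polarization rise as delta FosB binds a TAMRA Cdk5 AP-1 oligo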
Target sequence (P13346 whole entry, looked up): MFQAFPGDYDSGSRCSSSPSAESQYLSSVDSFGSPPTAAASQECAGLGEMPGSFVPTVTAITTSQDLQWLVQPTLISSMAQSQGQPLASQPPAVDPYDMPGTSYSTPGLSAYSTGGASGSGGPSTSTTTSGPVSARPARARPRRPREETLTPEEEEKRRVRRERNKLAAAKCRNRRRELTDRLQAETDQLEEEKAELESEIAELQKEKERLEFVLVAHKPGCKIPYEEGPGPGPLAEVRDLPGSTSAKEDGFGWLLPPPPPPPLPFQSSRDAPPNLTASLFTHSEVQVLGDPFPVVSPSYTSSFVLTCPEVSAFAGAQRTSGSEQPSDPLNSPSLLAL
SR-BI DiI inh: blocks mouse SR-BI lipid uptake from DiI-HDL; ldlA[mSR-BI] CHO cells, DiI-HDL uptake fluorescence, 3 h; Q61009; actives 0.96% (n = 320,000); inhibition, % at 12.5 µM; AID 488896;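 active means mean replicate inhibition of at least 70% and a set share of replicates each scoring 70 or more; inconclusive means meets just one of the two criteria; inactive means fails both criteria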;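 further: 0% = median of neutral control wells and 100% = median of positive control wells; values of inactives mirror those of a sister screen read the other way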
Target sequence (Q61009 whole entry, looked up): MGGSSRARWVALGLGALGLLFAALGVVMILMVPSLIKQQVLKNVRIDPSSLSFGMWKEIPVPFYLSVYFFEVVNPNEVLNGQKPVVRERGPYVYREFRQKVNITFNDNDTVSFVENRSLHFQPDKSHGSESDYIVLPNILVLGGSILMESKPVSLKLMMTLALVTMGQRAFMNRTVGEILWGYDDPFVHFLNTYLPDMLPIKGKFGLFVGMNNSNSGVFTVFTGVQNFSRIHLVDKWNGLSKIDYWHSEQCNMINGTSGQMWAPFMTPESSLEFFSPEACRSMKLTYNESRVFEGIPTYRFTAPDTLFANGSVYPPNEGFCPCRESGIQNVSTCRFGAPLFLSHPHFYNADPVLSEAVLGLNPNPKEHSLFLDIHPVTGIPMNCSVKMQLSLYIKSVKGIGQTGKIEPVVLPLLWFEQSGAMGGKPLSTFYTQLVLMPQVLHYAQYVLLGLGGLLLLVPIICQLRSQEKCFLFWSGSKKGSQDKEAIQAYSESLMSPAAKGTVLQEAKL
Active calls of the source: *; ? = inconclusive; · = not tested or not shown. This is a random part of the collection; any-hit rate near 4.3%.

SR-BI DiI-HDL act	Rtt109 HAT inh	CAL PDZ FP-1	CAL PDZ FP-2	PfHsp90 set2	PvdQ acylase	NSD2 inh	MITF act	dFosB activator	SR-BI DiI inh	compound
-25	0	-4	-1.6	-14	-3	-6	-7	-18	25	Cc1cccc(N2CCN(C(=O)C34CC5CC(CC(C5)C3)C4)CC2)c1C
·	1	0	-2.0	8	-22	0	-7	14	-12	CCOc1ccc(OCCC(=O)Nc2ccc3c(c2)OCO3)cc1
·	19	-3	-1.9	-22	1	-1	8	8	·	Cc1nnc(SCC(=O)Nc2ccc(N3CCN(S(C)(=O)=O)CC3)cc2)o1
·	3	-2	-2.4	-33	-10	-4	0	-8	·	OC(CNCc1ccc(-c2ccccc2)cc1)c1ccccc1 (configuration not stated)
2	-23	1	-2.9	8	3	-3	?	-2	-2	CC1CCN(C(=O)c2cc(-c3ccc4c(c3)OCO4)on2)CC1
17	-3	-1	-0.4	1	2	-1	3	-11	-17	COc1ccc(NC(=O)COC(=O)C2CCC2)cc1Cl
6	2	0	-0.3	6	-12	·	-9	0	-6	C#CCOCCOCCOCCNc1nc(N2CCN(C(=O)Cn3cc(CC(C)O)nn3)CC2)nc(N2CCN(C(=O)[C@H]([C@@H](C)CC)n3cc(CCCN=C(N)N)nn3)CC2)n1 (some centres not stated)
16	4	-1	-0.8	-14	1	1	-3	4	-16	Cc1ccc(NC(=O)CC2(CC(=O)O)CCCC2)c(C)c1
7	3	·	-0.5	·	-16	1	5	7	-7	Cn1c(=O)c2c(nc(CN3CCC(C(N)=O)CC3)n2CCc2ccccc2)n(C)c1=O
-14	-19	-4	-1.5	-29	-47	-24	-3	-11	14	COc1ccccc1C1CN(c2ccccc2)N=C1c1cccs1 (configuration not stated)
14	6	-5	-2.1	-16	-8	0	-3	-8	-14	CCOc1ccc(CCN2CN(CC)CNC2=S)cc1OCC
-2	0	-2	-0.3	-9	-10	·	3	-2	2	FC(F)(F)c1cc(NCc2cccs2)n2ncnc2n1
0	8	-3	·	·	3	3	-8	0	0	CC1CCN(S(=O)(=O)c2cccc(C(=O)O)c2)CC1
12	-20	-3	-0.2	7	-11	4	-6	0	-12	C/C(=N/NC(=O)c1ccoc1C)C12CC3CC(CC(C3)C1)C2
10	1	-5	-0.8	2	-15	-3	·	-2	-10	NC(=O)CNC(=O)c1ccc(Cl)cc1
-1	-6	1	-1.0	16	-7	0	·	3	1	CC(C)COC(=O)N1CC(O)CC1C(=O)O (configuration not stated)
-16	8	-2	-0.9	·	5	·	·	2	16	CCOC(=O)c1c(N)sc2c1CCS(=O)(=O)C2
20	6	-12	-1.0	11	-11	9	-3	-5	-20	CCOC(=O)c1cc(C(=O)OCC)c2cc(Br)ccc2n1
-1	0	-1	0.7	12	-22	·	-1	-9	1	Cc1ccsc1/C=N\NC(=O)CCc1c(C)n[nH]c1C
27	-19	·	-0.9	-9	-3	·	·	-3	-27	COc1nc(NC(C)(C)C)nc(Oc2ccc(=O)n(C)n2)n1
33	18	-3	-1.1	-52	8	-4	8	-1	-33	CCCn1nnnc1NC(=O)c1ccc2ccccc2c1
-38	1	-2	-2.0	-13	-6	3	6	-17	38	COc1ccc(CCNC(=O)c2cc(-c3ccccc3)c(N3CCOCC3)s2)c(OC)c1OC
10	·	·	-3.0	-28	-17	-1	-1	-4	-10	Cc1cc(NC(=O)CSc2nnc3c(C)cc4cc(C)c(C)cc4n23)no1
19	-7	-2	-2.1	-1	-12	-1	-8	-10	-19	Brc1ccc2[nH]ncc2c1
-15	-4	·	-0.8	-3	-10	-1	26	3	15	O=C(COC(=O)c1ccc(-c2cnc3ccccc3n2)cc1)c1ccccc1
30	1	·	-0.2	-22	2	-2	·	-5	-30	CC(=C/c1ccccc1)/C=N/NC(=O)c1cnccn1
7	-2	·	-0.8	-12	-11	1	-15	-3	-7	Nc1ncnc(N)c1N=Nc1ccccc1
3	6	-1	-0.3	12	-4	0	-1	4	-3	Cc1ccccc1NC(=O)C1CCC(C)(C(=O)O)C1(C)C (configuration not stated)
4	6	-3	-0.7	-2	4	·	-36	-3	-4	COc1cc2c(c(OC)c1OC)-c1ccc(OC)c(=O)cc1[C@@H](NC(C)=O)CC2
19	-5	-2	-0.1	9	-11	-4	1	-4	-19	COc1ccc(NC(=O)CN(C)C(=O)c2ccc3c(c2)NC(=O)CS3)cc1
-9	2	0	-2.2	24	-10	29	5	-2	9	O=C(Nc1cc(Cl)cc(Cl)c1)C(NCC1CCCO1)c1ccccc1 (configuration not stated)
6	6	-13	0.4	-7	-9	·	20	-3	-6	NC(=O)C1=C[C@@H](C2CCCCC2)C[C@@H](OCc2ccc(CO)cc2)O1
26	-2	-14	-1.3	18	-29	6	·	2	-26	COC(=O)c1ccc(OCCCCN(C)Cc2ccccc2)cc1
-34	2	3	0.3	0	12	2	-8	-8	34	CCCCOc1c(Cl)cc(C(=O)N2CCN(CC(=O)N3CCCC3)CC2)cc1OCC
13	3	8	0.7	12	2	0	-3	-13	-13	O=C(CSc1nnc(CCc2nc3ccccc3[nH]2)n1-c1ccccc1)NCc1ccco1
4	-6	·	-1.6	5	-8	-2	·	-9	-4	COc1ccccc1NC(=S)NCc1ccc(Cl)cc1
·	-6	-8	-4.7	7	-6	40	-9	1	·	O=C(CSc1cn[nH]n1)Nc1ccccc1C(=O)O
-7	2	-1	-0.2	-37	-9	-4	-21	2	7	CO/N=C\CC(=O)Nc1ccc(Oc2ccccc2)cc1
5	3	-4	2.4	6	-11	-2	20	1	-5	O=C(Cn1cnc2ccccc21)c1ccc(Br)cc1
2	0	·	-0.2	11	-12	-1	-12	0	-2	COc1ccc(NC(=O)CSc2nnc3n2CCCCC3)cc1S(=O)(=O)N1CCOCC1
-20	-1	·	-0.2	1	-4	·	·	-4	20	O=C(CSc1cn(Cc2ccccc2)c2ccccc12)NCc1ccc(F)cc1
-15	8	·	-1.4	-5	10	1	6	-5	15	Cc1ccc(-c2nc(CN(C)C3CCOCC3)c(C)o2)s1
-64	5	0	0.1	-24	0	-2	-3	-7	64	Cc1nn(-c2ccccc2)c(N2CCCC2)c1/C=N/NC(=O)c1cc(-c2ccccn2)nc2ccccc12
-15	13	-2	-0.2	5	16	32	·	4	15	CCCN(CCC)CC(O)CN(c1ccccc1)S(=O)(=O)c1ccc(C)cc1 (configuration not stated)
-10	2	28	0.0	19	-5	0	-7	-10	10	COc1ccccc1C(=O)Nc1ccnn1C1CCN(C/C=C/c2ccc(F)cc2)CC1
·	3	-2	-2.9	-11	-7	1	5	-4	·	O=C(CSc1nncn1-c1ccccn1)Nc1ccccc1Cl
4	9	-4	-0.5	12	-15	·	·	-1	-4	CN1CCCc2cc(C#N)c(=O)[nH]c21
5	16	-1	-0.3	-6	19	·	14	1	-5	COc1ccc(C(=O)C(=O)c2ccc(OCCO)cc2)cc1
8	-2	·	-1.6	7	-10	-3	-11	0	-8	O=C(CCc1nnc(CCCCc2ccccc2)o1)NCCN1CCCCC1=O
1	-11	-2	0.3	-6	-5	-1	3	-19	-1	O=C(NCC1CCCO1)c1ccc(Br)c(S(=O)(=O)N2CCOCC2)c1 (configuration not stated)
0	-4	-1	1.7	-3	4	-2	·	-2	0	CSc1ncc(-c2ccc(Cl)cc2)[nH]1
0	-5	·	0.2	-1	-11	·	·	-4	-2	CCc1nn2c(=O)cc(CSc3nc(C)cc(=O)[nH]3)nc2s1
-4	-6	0	-1.4	-20	-14	-6	-3	-2	4	CC1CCN(C(=S)NC(=O)c2ccccc2Br)CC1
31	4	-5	-2.4	·	-9	-1	-17	-3	-31	Cc1ccc(S(=O)(=O)N2CCC(C(=O)Nc3ccncc3)CC2)cc1
-20	3	0	-2.4	2	0	3	-14	-23	20	COc1cc(C(=O)Nc2nnc(Cc3ccccc3)s2)cc(OC)c1OC
2	-2	-2	-0.3	-10	-12	3	2	-3	-2	CCOc1cc(CN2CCN(c3cccc(C(F)(F)F)c3)CC2)ccc1O
21	8	-1	0.3	1	16	-3	7	3	-21	Cc1ccccc1NC(=O)CCC(=O)N/N=C/c1cc([N+](=O)[O-])ccc1O
11	0	-17	-0.5	-3	-15	1	-5	1	-11	CC(C)(O)C#Cc1ccc(CN2CCN(C3CCCC3)C(CCO)C2)cc1 (configuration not stated)
27	2	-1	-2.3	3	-9	1	9	-11	-27	NC(=O)COC(=O)c1ccccc1OCc1ccccc1Cl
·	-2	3	-3.6	-7	-8	1	19	-23	·	CCN(CC)CC(=O)Nc1ccc(-c2nc3cc(NC(=O)CN(CC)CC)ccc3o2)cc1
